HttQ103 aggreg: qHTS Multiplex Assay to Identify Dual Action Probes in a Cell Model of Huntington: Aggregate Formation (GFP); AID 1688, 2009; PC12 HttQ103-GFP aggregates, Acumen cytometry, 40 h; Potency, µM (top dose mostly 46.1 µM), inactives show at the highest dose activity change, negative = inhibition, actives largely listed as inhibitors; hit rate 1.1% among 220,000; further: on the % scale 0 is the no-effect control and ±100 the full control effect; nearly all actives have a fitted effect of over 60% in size
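Aggregates are detected as GFP objects 1–25 µm with signal 6 STDEV over background in lysates of induced PC12 cells. These carry Huntingtin exon 1 with 103 glutamines fused to GFP under an ecdysone promoter; compounds titrated.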
GAA inhib: qHTS Assay for Inhibitors of Human alpha-Glucosidase as a Potential Chaperone Treatment of Pompe Disease; Lysosomal alpha-glucosidase (Homo sapiens), P10253; purified human GAA, 4-MU-alpha-glucoside fluorescence; Potency, µM (top dose mostly 76.9 µM), for inactives: at the highest dose activity change, negative = inhibition, usual class: inhibitors; hit rate 0.005% among 200,000; AID 1466, 2008;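 further: plate controls were uninhibited enzyme wells for no effect and no-enzyme background for full effect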
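Fluorogenic assay: 4 nM human alpha-glucosidase with 400 uM 4-methylumbelliferyl-alpha-D-pyranoside in 50 mM citrate/phosphate, 0.005% Tween-20, pH 5.0, 20 min at room temperature. Compounds tested up to 77 uM; AC50 from Hill fits.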
GAA glycogen mod: qHTS Assay for Inhibitors and Activators of Human alpha-Glucosidase Cleavage of Glycogen | Potency, µM (highest dose often 76.4 µM), without a hit: at the highest dose activity change, negative = inhibition, most hits filed as inhibitors | recombinant GAA, glycogen substrate, Amplex Red glucose oxidase fluorescence | hit rate 0.38% among 300,000;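 further: 0% = full enzyme reaction and -100% = no-enzyme basal signal; the screen sought inhibitors and activators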
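qHTS, 1536-well; enzyme 4 nM final; cpd up to 77 uM; substrate bovine liver glycogen 30 ug; 50 mM citrate/phosphate pH 5.0, 0.01% Tween-20; 37 C, 40 min; Amplex Red detection 45 min RT; Hill fit → AC50.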
GoLoco inh red: qHTS Assay for Inhibitors of RGS12 GoLoco Motif Activity (Red Fluorophore); Guanine nucleotide-binding protein G(i) subunit alpha-1 (Homo sapiens), P63096; Gai1:RGS12 GoLoco peptide FP, rhodamine, 10 min; Potency, µM (doses to about 61.6 µM), for inactives: at the highest dose activity, negative = inhibition, usual class: inhibitors; hit rate 0.44% among 230,000; active means well fitted inhibition curve with a large enough effect, not every such curve was filed as active; inactive means no such curve, though single readings can be large or run the other way; further: on the % scale 0 is the no-effect control and ±100 the full control effect; nearly all actives have a fitted effect of over 30% in size; many of its hits are not listed in these tables
Target sequence (P63096 whole entry, looked up): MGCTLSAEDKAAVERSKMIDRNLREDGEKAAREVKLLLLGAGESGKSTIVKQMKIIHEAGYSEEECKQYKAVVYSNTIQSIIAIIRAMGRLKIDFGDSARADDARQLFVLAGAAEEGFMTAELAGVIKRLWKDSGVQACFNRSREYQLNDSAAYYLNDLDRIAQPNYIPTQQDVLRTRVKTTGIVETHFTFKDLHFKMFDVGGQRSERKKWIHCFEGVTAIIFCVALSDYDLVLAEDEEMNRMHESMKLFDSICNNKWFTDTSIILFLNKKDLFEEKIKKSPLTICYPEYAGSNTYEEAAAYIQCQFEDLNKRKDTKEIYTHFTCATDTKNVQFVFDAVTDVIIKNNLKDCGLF
HTT ATP protect: qHTS Multiplex Assay to Identify Dual Action Probes in a Cell Model of Huntington: Cytoprotection (ATP); PC12 HTT-Q103 induced, cytoprotection, ATP luminescence, 40 h; Potency, µM (series often up to 56.4 µM), without a hit: cytoprotection (ATP increase), most hits filed as activators; hit rate 0.14% among 230,000;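 further: % of control where 0% means no effect; nearly all actives have a fitted effect of over 45% in size; toxic huntingtin expression switched on by the ecdysone agonist tebufenozide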
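PC12 cells stably carrying ecdysone-inducible Htt exon 1 (Q103)–GFP were induced with 100 nM tebufenozide (final) alongside library compounds in a dose series. Cytoprotection was scored as retained ATP by ATPlite luminescence.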
IMPase Li cell: qHTS Assay for Identifying the Cell-Membrane Permeable IMPase Inhibitors: Potentiation with Lithium | hit rate 0.35% among 210,000 | CHO-M1 cells, IP1 TR-FRET (IP-One), carbachol + lithium | Potency, µM (doses to about 59.4 µM), inactives show at the highest dose activity, negative = IMPase inhibition, hits mostly inhibitors;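 further: IP1 builds up when IMPase is blocked and the TR-FRET signal falls; plate controls were basal vehicle for no effect and high inhibitor control for full effect; nearly all actives have a fitted effect of over 50% in size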
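Readout is a homogeneous TR-FRET IP1 immunoassay (Ex 320, Em 665 and 620), where raised cytosolic IP1 lowers signal. Cells were CHO-M1 treated 30 min at 37C with test compounds plus a little lithium; AC50 values came from Hill-equation fitting.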
aGlu spleen mod: qHTS Assay for Inhibitors and Activators of Human alpha-Glucosidase From Spleen Homogenate; Lysosomal alpha-glucosidase (Homo sapiens), P10253; human spleen homogenate, 4-MU-alpha-glucoside fluorescence; Potency, µM (top dose mostly 79.9 µM), without a hit: top-dose activity change, negative = inhibition, hits mostly inhibitors; hit rate 0.006% among 240,000; AID 2112, 2009;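 further: 0% = enzyme with vehicle and -100% = no enzyme basal signal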
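Human spleen homogenate (1 ug) incubated with compounds and 1 mM 4-methylumbelliferyl-alpha-D-glucopyranoside in pH 5.0 citrate/phosphate buffer, 37 C, 40 min. Stopped at pH 10; 4-MU fluorescence (Ex 365/Em 440 nm); AC50 by Hill fit.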
* marks the source's active call; other numbers are inactive results; ? = inconclusive; · = no result given; & = joins results of further samples; [ ] = remark or other dose. Unless noted, the call rests on the fitted dose curve; in most records, active means well fitted curve in the direction sought with a large enough effect; inconclusive means small, poorly fitted or top-dose-only effect, or another doubt; inactive means no such curve, though single readings can be large; an effect the other way counts as inactive or inconclusive. Potency means the concentration at half of the fitted maximal effect. A portion of the library. The share of hits here may be higher or lower than overall.

Every second line gives: HttQ103 aggreg | GAA inhib | GAA glycogen mod | GoLoco inh red | HTT ATP protect | IMPase Li cell | aGlu spleen mod
CN(C)c1ccc(/C=C/c2cccc[n+]2[O-])cc1
    10%[9.22 µM] | · | -17% | -13% | 0%[10 µM] | · | 0%
COC(=O)N[C@H](c1ccccc1)C(C(C)=O)C(=O)OC (some centres undefined)
    · | · | · | 4% | -7% | 15% | -1%
COCCCNC(=O)C(=O)C1C(=O)Nc2ccccc21 (centres undefined)
    7% | 6% | 9% | -1% | -1%[10 µM] | 3% | 2%
Cc1cc(NC(=O)CSc2nc3c(cc2C#N)CCCCC3)no1
    -22%[9.22 µM] | 8% | -3% | 19% | -13%[10 µM] | ? | -4%
CN1CCCC2(CCN(S(=O)(=O)c3ccccc3)CC2)C1
    · | · | · | -3% | 2% | 21% | 0%
Cc1occc1C(=O)n1nnc2ccccc21
    0% | 4% | 0% | -9% | -7% | -4%[38.3 µM] | 2%
CCOC(=O)C1=C(C)N(c2ccc(OC)cc2)C(=O)/C1=C\c1ccc(O)c(OCC)c1
    20%[9.22 µM] | · | ? | -3% | -3%[10 µM] | · | -7%
COC(=O)c1cc(NC(=O)c2ccc(Cn3cc(Cl)cn3)o2)cc(C(=O)OC)c1
    4% | 2% | 5% | 3% | -14% | 20%[38.3 µM] | -3%
O=C(CN(Cc1ccco1)C(=O)c1cc(=O)[nH]c2ccccc12)Nc1ccccc1Br
    -7% | -2% | 1% | -2% | -1%[10 µM] | -5% | -24%
COC(=O)C1CCCN1S(=O)(=O)c1ccc2ccccc2c1 (centres undefined)
    -22% | ? | -10% | 5% | -1% | 9%[38.3 µM] | -12%

Among those listed so far, these contain a halogen.
Every second line gives: HttQ103 aggreg | GAA inhib | GAA glycogen mod | GoLoco inh red | HTT ATP protect | IMPase Li cell | aGlu spleen mod
COC(=O)c1cc(NC(=O)c2ccc(Cn3cc(Cl)cn3)o2)cc(C(=O)OC)c1
    4% | 2% | 5% | 3% | -14% | 20%[38.3 µM] | -3%
O=C(CN(Cc1ccco1)C(=O)c1cc(=O)[nH]c2ccccc12)Nc1ccccc1Br
    -7% | -2% | 1% | -2% | -1%[10 µM] | -5% | -24%

Additional structures follow:
Every second line gives: HttQ103 aggreg | GAA inhib | GAA glycogen mod | GoLoco inh red | HTT ATP protect | IMPase Li cell | aGlu spleen mod
CC(=O)Nc1ccc(C(=O)CSc2nnc(C)o2)cc1
    -5% | -2% | 3% | -9% | -10% | -3%[38.3 µM] | 2%
CNC(=S)N1CCN(c2ccc(Cl)c(Cl)c2)CC1
    ? | 5% | -5% | 0% | 13%[10 µM] | 16% | -1%
CN1CCC(N(C)C(=O)CCc2nc3ccccc3n2-c2ccccc2)CC1
    5% | -3% | 6% | 7% | -23% | 21% | 3%
Cc1ccc(/C(N)=N/OC(=O)CSc2ccccc2)cc1
    15% | 4% | -12% | 3% | -40% | 0% | 2%
Cc1ccc(S(=O)(=O)n2nc(C)c(Br)c2C)c(C)c1C
    -1% | 3% | -11% | 7% | -4% | -12%[38.3 µM] | -10%
CCC(=O)N/C(N)=N/c1nc(C)c2cc(OC)ccc2n1
    -32% | 9% | 3% | 0% | -22% | 7%[38.3 µM] | -8%
Cc1c(Cl)c(C(=O)NNC(=S)Nc2ccccc2)nn1C
    4% | -6% | ? | 2% | -4% | 2%[38.3 µM] | 2%
CN1C(=O)C(O)(C2OC(C)(C)CCC2=O)c2ccccc21 (centres undefined)
    4% | -4% | -13% | 2% | -2%[10 µM] | -2%[38.3 µM] | -10%
O=C(NCc1ccc(-c2csnn2)cc1)c1cc(Cl)cc(Cl)c1
    -8%[9.22 µM] | · | 1% | -7% | 4%[10 µM] | · | -1%
CN(C)C(=O)c1ccc(Cl)cc1[N+](=O)[O-]
    -21%[9.22 µM] | -1% | -8% | 10% | -6%[10 µM] | 7% | 2%
CC(C)CNC(=O)C1CCN(Cc2ccc(OCc3ccccc3)cc2)CC1
    22% | ? | 0% | 10% | 13%[10 µM] | 10% | 1%
O=C(c1ccc(NC(=O)C2(c3ccccc3)CCOCC2)cc1)N1CCOCC1
    19% | -5% | -2% | 7% | 1%[0.074 µM] | -9%[38.3 µM] | -3%
O=C(c1nc2n(n1)C(c1ccc(Cl)cc1)C=C(c1ccccc1)N2)N1CCOCC1 (centres undefined)
    -10% | -4% | 0% | -1% | 14%[1.9 µM] | 2%[38.3 µM] | -7%
COCc1cc(Sc2cccc(Cl)c2Cl)nc(-c2ccccc2)n1
    -21% | 3% | 9% | -13% | -17% | 10%[38.3 µM] | -1%
COC(=O)c1ccc(CN2CCCCC2)cc1
    -8%[9.22 µM] | · | 7% | 0% | 16%[10 µM] | · | 7%
CCOc1ncccc1C(=O)OCC(=O)NC(=O)NC(C)C
    -6% | -1% | 1% | 10% | 27%[10 µM] | 0% | -9%
CC(=O)c1ccc(OCCCC(=O)NC(C)c2ccc(S(N)(=O)=O)cc2)cc1 (centres undefined)
    -8% | -9% | -1% | -2% | -7% | -3% | -1%
Cc1c(C)c2c(c(C)c1O)CCC(C)(CN1CCN(c3cc(N4CCCC4)nc(N4CCCC4)n3)CC1)O2 (centres undefined)
    · | · | · | -7% | · | 14% | 2%
CCN1C(=O)CC(C(=O)O)SC1=Nc1ccc(OC)cc1 (centres undefined)
    -18%[9.22 µM] | 2% | -16% | -3% | -4%[10 µM] | 4%[38.3 µM] | 1%
COc1ccc(CN2CCN(S(=O)(=O)c3ccc(NC(C)=O)cc3)CC2)cc1OC
    23%[9.22 µM] | -12% | -12% | -8% | 5%[10 µM] | -10%[38.3 µM] | -4%
FC(F)(F)c1cccc(Nc2cc(-c3ccccc3)nc3ncnn23)c1
    -14%[9.22 µM] | · | 7% | 5% | -10%[10 µM] | · | 5%
O=C(Nc1ccc2c(c1)OCO2)c1ccncc1
    -6% | -3% | 4% | 0% | -8% | -12%[38.3 µM] | -7%
COc1ccccc1N(CN1C(=O)c2ccccc2C1=O)C(=O)c1cccc(C)c1
    ? | 0% | 12% | -7% | -7%[10 µM] | 4% | -1%
NNC(=O)c1ccncc1
    8% | 8%[15.4 µM] | -20% | 13% | -6% | -4%&-3%&7%&-7%&-3% | 2%
O=S(=O)(c1ccc(Cl)cc1)N1CCNCC1
    13% | 4% | 2% | -1% | -5% | 4% | 6%
CCCCC(c1nnnn1CC1CCCO1)N1CCN(c2cccc(C)c2C)CC1 (centres undefined)
    -8% | ? | -8% | 1% | -24%[10 µM] | 22%[38.3 µM] | -5%
O=C(O)c1ccc(/C=N/n2cc(-c3ccccc3)[nH]c2=S)cc1
    5%[9.22 µM] | · | 28µM* | -13% | 2%[10 µM] | · | -1%
O=C(CC1(O)C(=O)Nc2ccccc21)c1cccnc1 (centres undefined)
    -30% | -9% | 1% | 3% | -35%[10 µM] | 26%[38.3 µM] | 1%
C[n+]1ccccc1/C=N\O
    5%[20.6 µM] | · | · | 3%[21.6 µM] | ? | 12% | -5%[29.1 µM]
CCOC(=O)C(C)n1nc(/C=C/c2ccc(OC)cc2)ccc1=O (centres undefined)
    19% | -3% | 6% | 9% | -52%[inhibitor] | 22% | -11%
CCCC(CCC(=O)Nc1ccc(C(=O)OC)cc1)C(=O)O (centres undefined)
    0% | 4% | 5% | 8% | 4%[10 µM] | -11% | 2%
COC(=O)c1cn(Nc2ncc(C(F)(F)F)cc2Cl)c(=O)c2ccccc12
    18%[9.22 µM] | ? | -7% | -4% | 1% | 22%[38.3 µM] | -6%
CC(/C=N/NC(=O)c1ccc(CN2c3cccc4cccc(c34)S2(=O)=O)cc1)c1ccccc1 (centres undefined)
    -7% | 9% | -5% | · | 25%[10 µM] | · | -8%
O=C(NCCc1ccccc1)C1CCN(C(=O)c2ccc([N+](=O)[O-])cc2)CC1
    -2% | 8% | -2% | -4% | · | 0% | 4%
Cc1c(C(=O)Nc2ccc(-n3cnnn3)cc2)oc2ccccc12
    19% | -2% | 0% | 6% | -24% | 3%[38.3 µM] | -20%
COc1ccc2nc(SCC(=O)Nc3ccccc3C#N)[nH]c2c1
    11% | -4% | 0% | 5% | -17% | -1%[38.3 µM] | -6%
NN1C(=O)/C(=C\c2ccco2)SC1=S
    6%[9.22 µM] | 7%[15.4 µM] | -15% | 70%[activator] | 0%[10 µM] | · | -6%
CCCc1nnc(-c2cc(OC)c(OC)c(OC)c2)o1
    19% | 0% | 5% | -3% | -1%[10 µM] | 4% | 0%
CCOC(=O)Cn1cc(/C=N/N2C(=O)C3C4C=CC(C4)C3C2=O)c2ccccc21 (centres undefined)
    -11% | -3% | -2% | 2% | 7% | 9% | -10%
CCCCCCCC/C=C\CCCCCCCC(=O)N(CCO)CCO
    · | · | · | -3% | 5% | -9% | -8%
O=C(CCc1nc2ccccc2c(=O)[nH]1)OCC(=O)N1CCc2ccccc21
    18% | -1% | 7% | 13% | -9% | -22% | -3%
Cc1cc(C)c(S(=O)(=O)c2ccccc2)c(OC(=O)c2c(Cl)cc(Cl)cc2Cl)n1
    ? | 3% | 1% | -4% | -39%[inhibitor] | 20%[38.3 µM] | 0%
Cc1ccc(S(=O)(=O)N2CCN(CC(=O)N/N=C\c3ccncc3)CC2)cc1
    -1%[9.22 µM] | · | 0% | 3% | -7%[10 µM] | · | -13%
CC(=O)NC1C(OCc2ccccc2)OC2COC(C)(C)OC2C1O (centres undefined)
    -4%[9.22 µM] | ? | -14% | 20% | 8%[10 µM] | 10% | -5%
Cc1ccsc1C(=O)N/N=C/c1ccc2c(c1)OCO2
    13% | -15% | 1% | 0% | 2%[10 µM] | 8% | -9%
O=C(N1CCN(c2ccc(F)cc2)CC1)C12CC3CC(CC(C3)C1)C2
    ? | -4% | -1% | 2% | -43%[inhibitor] | 34%[activator][38.3 µM] | -2%
